RUNX1 CBFb-SMMHC: inhibitors of RUNX1 Runt–CBFb-SMMHC binding, biochemical, TR-FRET (AID 1438); 2,200 compounds, 2% hits; inhibition, % at 20 µM, or IC50 in µM where a hit was titrated; TR-FRET Runt domain–CBFb-SMMHC binding, biochemical; higher % means a stronger effect; Runt-related transcription factor 1 (Homo sapiens) + Core-binding factor subunit beta …; in the data active = inhibition from about 52%, or a potency from the dose series; inactive = the rest, 99 in 100 with inhibition below about 48%
* marks the source's active call; other numbers are inactive results. A portion of the library; count on the stated rates, not on these rows.

structure | RUNX1 CBFb-SMMHC
CCCCCCNC(=O)N[C@@H](C(=O)NCCC[C@H]1CN2C(=NC[C@@H]2Cc2ccccc2)N1CCc1cccc(OC)c1)C(C)C | -16%
CCOc1ccc(NC(=S)N(CCN2CCOCC2)Cc2cc3cc4c(cc3[nH]c2=O)OCO4)cc1 | -1%
Cc1ccc(-c2nnn3c2nc(NCCc2ccc(S(N)(=O)=O)cc2)c2ccccc23)cc1 | -74%
Cc1c(NC(=S)N/N=C/c2ccc(N(C)C)cc2)c(=O)n(-c2ccccc2)n1C | 47%
Cc1c(Cc2ccccc2)c(=O)oc2cc(O)cc(O)c12 | 1%
CC(=O)c1cc(NC(=O)c2ccccc2)c(=O)oc1C | -5%
COCCn1c(C)cc(C(=O)CSc2nc(C)cc(C)c2C#N)c1C | 34%
Cc1ccc2nc(NCc3ccccc3)c(C#N)cc2c1 | -11%
CCSc1sccc1C1C(C#N)=C(N)N(c2cccnc2)C2=C1C(=O)CCC2 (configuration not stated) | 12%
COc1cc(/C=C(/C#N)c2nc3ccccc3[nH]2)ccc1OCc1ccc(C(=O)O)o1 | -12%
CN1/C(=C\C=C(/C#N)C(=O)Nc2ccccc2F)C(C)(C)c2ccccc21 | -24%
COc1ccc(C(=O)c2no[n+]([O-])c2C(=O)c2ccc(OC)cc2)cc1 | 20%
c1ccc2c(NCCCN3CCOCC3)c3ccccc3nc2c1 | 19%
N#C/C(=N\Nc1cccc2ccccc12)c1nnc2n1CCCCC2 | 4%
CCOCCCn1c(=NC(C)=O)c(C#N)cc2c(=O)n3ccccc3nc21 | -9%
CNC(=O)c1cc2c(=O)n3cccc(C)c3nc2n(C(C)C)c1=N | 6%
CCOC(=O)c1cc2c(=O)n3ccccc3nc2n(CC2CCCO2)c1=NC(C)=O (configuration not stated) | 4%
CN(C)c1ccc(/C=C(\Cl)c2nc3ccccc3s2)cc1 | -2%
CCCCOC(=O)Nc1ccccc1C(N)=O | -7%
COCCCNC(=O)c1c(N)n(-c2ccc(S(N)(=O)=O)cc2)c2nc3ccccc3nc12 | 43%
CS(=O)(=O)c1nsc2nc(=O)c(/C=C3\C=Nc4ccccc43)c(N)n12 | -6%
O=CN/C=C/c1cc(O)ccc1O | -7%
N#C/C(=C/c1ccc(N2CCOCC2)o1)c1nc2ccccc2[nH]1 | 19%
CCN(CC)CCNc1c2c(c(C#N)c3nc4ccccc4n13)CCCC2 | 24%
O=C(N/N=C/c1c(O)n(Cc2ccccc2)c(=O)c2ccccc12)c1cccnc1 | 36%
Cc1cc(NCc2ccco2)n2c(nc3ccccc32)c1C#N | 48%
N=c1c(C(=O)NCc2ccc(F)cc2)cc2c(=O)n3ccccc3nc2n1Cc1cccnc1 | 49%
O=C(CSc1nnc(-c2ccccc2)n1Cc1ccco1)Nc1ccc2c(c1)OCCO2 | 3%
CCOC(=O)c1ccccc1NC(=S)N1CCC(C(N)=O)CC1 | -4%
CCOC(=O)c1cc(C(=O)OCC)c2cccc(C)n2c1=O | 11%
CCOC(=O)/C(=C/c1ccc(N2CCC(c3ccccc3)=N2)cc1)C(C)=O | -40%
CCc1ccc(S(=O)(=O)Nc2ccc(-c3nc4cccnc4s3)cc2)s1 | 44%
C=C(C)CNC(=S)Nc1sc2c(c1C(=O)OCC)CC(C)(C)OC2 | -10%
COC(=O)Cc1c(C)c2cc(Cl)c(OC(=O)c3ccco3)cc2oc1=O | 19%
CC(=O)N=c1c(C#N)cc2c(=O)n3ccccc3nc2n1CCCOC(C)C | 7%
Cn1nc(C(F)(F)F)c(C#N)c1N1CCN(c2ccccn2)CC1 | -13%
Oc1ccc(-c2csc(-c3ccccc3)n2)cc1O | 7%
Cc1ccc(/C=C2\Oc3c(ccc(O)c3CN3CCN(C)CC3)C2=O)cc1 | -12%
Oc1c(Br)cc(Br)cc1C=NCc1ccccc1 | -5%
O=c1oc2c(CN3CCCCC3)c(O)ccc2c2c1CCCCC2 | 9%

In another format: four of the compounds above
Oc1ccc(-c2csc(-c3ccccc3)n2)cc1O
  RUNX1 CBFb-SMMHC: 7%

Cc1ccc(/C=C2\Oc3c(ccc(O)c3CN3CCN(C)CC3)C2=O)cc1
  RUNX1 CBFb-SMMHC: -12%

Oc1c(Br)cc(Br)cc1C=NCc1ccccc1
  RUNX1 CBFb-SMMHC: -5%

O=c1oc2c(CN3CCCCC3)c(O)ccc2c2c1CCCCC2
  RUNX1 CBFb-SMMHC: 9%

Remaining list, next part.
structure | RUNX1 CBFb-SMMHC
COC(=O)C(C)n1nnc2sc(-c3ccccc3)cc2c1=O (configuration not stated) | -1%
CCC(=O)Oc1ccc2c(C)c(Cl)c(=O)oc2c1 | 33%
CCCCn1c(=O)nc2n(-c3ccccc3C)c3ccccc3cc-2c1=O | 28%
O=C1C=CC(=O)N1N(c1ccccc1)c1ccccc1 | 21µM*
Cc1cccc2cc(C#N)c(N3CCC(O)CC3)nc12 | -8%
O=c1oc2ccc3ccccc3c2c2c1SC(C(F)(F)F)C2 (configuration not stated) | 36%
O=c1ccc2cc(O)c(O)cc2o1 | 40%
CCCc1cc(SCC(=O)Nc2c(C)n(C)n(-c3ccccc3)c2=O)n2c(nc3ccccc32)c1C#N | 23%
CC(=O)Nc1cc2ccc(OC(C)=O)cc2oc1=O | 26%
O=S(=O)(Nc1ccc(-c2nc3cccnc3s2)cc1)c1ccc(Cl)s1 | 24µM*
CCOC(=O)C1=C(CSc2nc3c(cc2C#N)CN(C)CC3)OC(N)=C(C#N)C1c1ccccc1 (configuration not stated) | 29%
CCN(CC)c1ccc2cc(C(=O)Nc3ccccn3)c(=O)oc2c1 | -90%
COCCn1c(N)c(C#N)c2nc3ccccc3nc21 | 18%
CCOC(=O)c1sc(-c2cccc(C(F)(F)F)c2)nc1O | -13%
COC(=O)C1=CN(C(C)C)C=C(C(=O)OC)C1c1cc2c(cc1Br)OCO2 | -10%
COC(=O)C1=CN(Cc2cccs2)C=C(C(=O)OC)C1c1cccc(Cl)c1 | -10%
O=C(OCCCCN1C(=O)c2ccccc2C1=O)c1n[nH]c2ccccc12 | -3%
CCOC(=O)c1c(N)n(CCN2CCOCC2)c2nc3ccccc3nc12 | 46%
CC1(C)CC2(CC(c3ccccc3F)c3ccc(O)c(O)c3O2)NC(=S)N1 (configuration not stated) | -12%
CCOc1ccc(C2=C/C(=C/c3cccnc3)C(=O)O2)cc1 | 3%
CC(C)(C)OC(=O)NCCC(=O)Oc1ccc2ccc(=O)oc2c1 | 25%
COc1ccc(C2C3=C(CC(C)(C)CC3=O)N(CCN3CCOCC3)C3=C2C(=O)CC(C)(C)C3)cc1 | 0%
CCCCn1c(-c2cccs2)nc2nc3ccccc3nc21 | 35%
CCOC(=O)c1c(C)[nH]c(O)c1C=Nc1ccc(Cl)cc1 | 28%
N#Cc1c(/N=C/c2ccc(O)cc2O)sc2c1C1CCN2CC1 | -68%
CCN(C)c1ccc(/C=N\n2nnnc2N)cc1 | 24%
CCCCCn1c(NC(=O)c2ccco2)c(C(=O)OCC)c2nc3ccccc3nc21 | 49%
COc1ccc2c(C#N)c3ccccn3c2c1 | -11%
CCOc1ccc(-n2c(O)c(/C=N/NC(=O)C3COc4ccccc4O3)c3ccccc3c2=O)cc1 (configuration not stated) | 22%
CC(C)Sc1nsc2nc(=O)c(/C=C3\C=Nc4ccccc43)c(N)n12 | -13%
Cc1ccccc1OCCn1cc(/C=C(\C#N)C(=O)NCc2ccco2)c2ccccc21 | 21%
CC1CCCCC1NC(=O)CN1C(=O)c2cccc(N)c2C1=O (configuration not stated) | -2%
Cc1cc(=O)oc2cc(OC(=O)c3nn(C(C)C)c(=O)c4ccccc34)ccc12 | 8%
CCn1nc(NC(=O)c2ccco2)c2cc3cc(C)ccc3nc21 | -6%
Oc1ccc(-c2cnns2)c(O)c1 | 20µM*
O=C(O)CCC(=O)c1ccc2ccc3cccc4ccc1c2c34 | -5%
Cc1ccc(C(=O)O)cc1N1C(=O)c2cccc3cc(Br)cc(c23)C1=O | -3%
COC(=O)c1c(N(S(C)(=O)=O)S(C)(=O)=O)sc2c1CCN(c1ncc(C(F)(F)F)cc1Cl)C2 | -5%
Cc1cc(Nc2c(C)n(C)n(-c3ccccc3)c2=O)n2c(nc3ccccc32)c1C#N | 28%
Cc1ccc(C2NC(=O)c3c(sc4c3CCN(C)C4)N2)s1 (configuration not stated) | 21%
O=C1NC(=S)S/C1=C1\Sc2ccccc2N1CCCS(=O)(=O)O | -6%
CCOc1ccc(CN(C(=O)c2oc3ccccc3c2C)C2CCS(=O)(=O)C2)cc1 (configuration not stated) | -16%
c1ccc(Cn2c(-c3cccs3)nc3nc4ccccc4nc32)cc1 | 48%
O=C(Cn1c2ccccc2c(=O)c2ccccc21)N/N=C/c1ccc(N2CCCC2)c([N+](=O)[O-])c1 | 11%
COc1ccc2c3c([nH]c2c1)C(C)NCC3 (configuration not stated) | -6%
O=C(O)CCC(=O)N1CCN(c2nc(-c3ccccc3Cl)c3cc(Br)ccc3n2)CC1 | -4%
Cn1c(=O)nc2n(Cc3ccccc3)c3cccc(Cl)c3cc-2c1=O | 27%
Fc1ccc(C2CC(c3cccs3)=NN2c2ccccc2)cc1 (configuration not stated) | 32%
Cn1c(=N)c(S(=O)(=O)c2ccc(F)cc2)cc2c(=O)n3ccccc3nc21 | 48%
COC(=O)C1=CN(C)C=C(C(=O)OC)C1c1ccccc1Cl | 40%

(further entries)
structure | RUNX1 CBFb-SMMHC
Cc1cc(C)cc(-n2c3nc4ccccc4nc3c3c(=O)n(Cc4ccco4)cnc32)c1 | 34µM*
COc1cccc(C=Nc2ccccc2C(=O)Nc2nccs2)c1OC | 30%
CCCn1c(=NC(=O)c2ccco2)c(C(=O)OCC)cc2c(=O)n3ccccc3nc21 | 31%
Clc1ccc(-c2cn3nc4c(nc3n2)CCCC4)cc1 | 15%
Cc1ccc(S(=O)(=O)C(C#N)c2nc3ccccc3nc2N2CC(C)OC(C)C2)cc1C (configuration not stated) | 31%
CNc1nc(-c2ccccc2)[n+](-c2ccc(C)cc2)s1 | -3%
O=C(Cc1ccccc1)N/N=C/c1cc(Br)cc(Cl)c1O | -12%
Cc1cccc(NC(=O)CN2C(=O)N/C(=C\c3ccc(-c4cccc(C(=O)O)c4)o3)C2=O)c1 | -5%
CCc1ccc(/C=C2\Oc3c(ccc(O)c3CN3CCN(C)CC3)C2=O)cc1 | -4%
CCCCc1cc(=O)oc2c(CN3CCCC3)c(O)c(Cl)cc12 | 22%
COc1ccc2nc3ccccc3nc2c1 | -10%
COc1ccc(-c2cc(=O)oc3c(C)c(O)c(CN(C)C)cc23)cc1 | 27%
O=C(O)C1Sc2[nH]c(=O)sc2C2c3ccc(O)cc3OC(=O)C12 (configuration not stated) | -8%
CC1(C)CC(=O)C2=C(C1)N(CCN1CCOCC1)C1=C(C(=O)CC(C)(C)C1)C2c1ccc(Cl)cc1 | -9%
CC1C2(C)OCC(C#N)(C(=N)O2)C1(C#N)C#N (configuration not stated) | -18%
CC(C)CN(Cc1c(O)ccc2c3c(c(=O)oc12)CCC3)CC(C)C | 0%
Cc1ccc2cc(C#N)c(N3CCCN(C(=O)C4CCCO4)CC3)nc2c1C (configuration not stated) | -71%
Cc1cccn2c(=O)c3cc(C(=O)N4CCC5(CC4)OCCO5)n(C)c3nc12 | -1%
Cc1ccc(S(=O)(=O)NC(C(=O)Oc2ccc3c(C(F)(F)F)cc(=O)oc3c2)c2ccccc2)cc1 (configuration not stated) | 26%
CN1CCc2c(sc3c2C(=O)NC(c2ccc4c(c2)OCO4)N3)C1 (configuration not stated) | -4%
O=c1[nH][nH]c(=S)n1C1CCCCC1 | -11%
N#Cc1c(N)c(C(=O)c2ccccc2)n2c1CCCC2 | -4%
Cc1c2c(n3c(nc4ccccc43)c1C#N)N(CCCN(C)C)CC2 | -6%
Fc1ccccc1N1CC(c2ccccc2)C(c2cccs2)=N1 (configuration not stated) | 37%
CCc1ccc(/C=C2\Oc3c(ccc(O)c3CN3CCN(CCO)CC3)C2=O)cc1 | -15%
CCOC(=O)/C(O)=C(\C#N)c1nc2ccccc2[nH]1 | 10%
CCC(C)(C)n1nnnc1CN1CCN(c2nc3ccc(C)cc3cc2C#N)CC1 | -3%
Cc1ccc(C2NC(=O)c3c(sc4c3CCN(C)C4)N2)o1 (configuration not stated) | 12%
CC1=CC2=NC(=O)/C(=C\c3cn(C)c4ccccc34)C(=N)N2O1 | -5%
O=C(CNC(=O)OCc1ccccc1)Oc1cc2oc(=O)cc(-c3ccccc3)c2cc1Cl | 40%
Cn1c(=N)c(S(=O)(=O)c2ccccc2)cc2c(=O)n3ccccc3nc21 | 49%
COCCN1C=C(C(=O)OC)C(c2ccccc2C(F)(F)F)C(C(=O)OC)=C1 | 44%
CCc1cc(=O)oc2c(C)c(O)c(CN3CCCCC3)cc12 | 15%
COc1cc(-c2nc3ccccc3s2)ccc1O | 38%
Cc1cc2c(c(=O)n1C)C(Cc1ccccc1)C(C#N)=C(N)O2 (configuration not stated) | 49%
Cc1cc(=O)oc2c(CN3CCCCC3)c(O)c(Cl)cc12 | 8%
CN1Cc2c(N3CCOCC3)nc(SCc3ccccc3)c(C#N)c2CC1(C)C | 40%
c1ccc(-c2onc3cc4c(cc23)OCCO4)cc1 | 17%
CCCNC(=O)c1c(N)n(-c2cc(OC)cc(OC)c2)c2nc3ccccc3nc12 | 29%
CCOC(=O)c1c(NC(=O)C(C)Sc2cccc[n+]2[O-])sc2c1CCN(Cc1ccccc1)C2 (configuration not stated) | 22%
COC(=O)c1ccc2[nH]c(C)c(CN3CCCC3)c(=O)c2c1 | 42%
